From PubChem BioAssay
Abeta rescue – restores growth of yeast expressing A-beta42 peptide. yeast expressing A-beta42, growth rescue, OD600, 48 h; response scale: 0% DMSO, 100% iron-clioquinol control. Potency, µM (top dose mostly 46.1 µM), for the others: top-dose growth rescue, hits mostly activators. 0.063% of 410,000 active. AID 1347071; note: nearly all actives have a fitted effect of over 55% in size
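Growth rescue measured by 600 nm absorbance after 48 h yeast culture at 30 C with compound. Values normalized between DMSO and an equimolar ferric chloride plus clioquinol control.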
FUS yeast rescue – rescues growth of FUS-expressing yeast; Potency, µM (highest dose often 76.6 µM), for the others: top-dose growth rescue (activation), most hits filed as activators; 0.24% of 390,000 active; S. cerevisiae FUS-expressing, growth rescue, OD600, 24 h;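 note: plate controls were DMSO vehicle for no effect and reference control for full effect; nearly all actives have a fitted effect of over 55% in size; some results filed as inactive show a strong effect at the top dose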
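Cultures pregrown in 2.5% raffinose medium are shifted to minimal medium containing 2% galactose to express toxic FUS. Compounds are tested at several concentrations. After 24hr at 30C, growth is quantified at 600 nm absorbance.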
An asterisk follows results filed as active; ? = inconclusive; [ ] = dose if it differs, or a comment. Calls come from the whole dose curve; as a rule, active = well fitted activation curve with a large enough effect; inconclusive = small, poorly fitted or top-dose-only effect; inactive = no such curve, though single readings can be large or run the other way. Potency is the fitted concentration of half-maximal effect. These rows are one share of the data; the hit share may differ from the screen's.

No.	SMILES	FUS yeast rescue	Abeta rescue
1	COc1ccc(C(=O)CN2C(=O)N(c3ccc(C(C)=O)cc3)S(=O)(=O)c3ccccc32)cc1	?	4%
2	CN(Cc1ccccc1)c1nc2c(S(=O)(=O)c3cccc(Cl)c3)nnn2c2ccsc12	-4%	-9%
3	COC(=O)c1cc(C)nc2c1c(=O)nc(SCc1cccc(C(F)(F)F)c1)n2C1CC1	-2%	-13%
4	Cc1cc(C)c(NC(=O)COCc2cc(-c3cccs3)on2)c(C)c1	10%	-10%
5	Cc1c(-c2nsc(NC(=O)c3ccccc3)n2)nnn1-c1ccc(C(F)(F)F)c(Cl)c1	-6%	4%
6	CCC1CN(C(=O)C2CCN(S(=O)(=O)c3c(C)noc3/C=C/c3ccc(C)cc3)CC2)c2cc(C)ccc2O1 (stereo not drawn)	16%	-2%
7	Cc1ccc(NC(=O)Nc2cc3c(cc2N2CCCCC2)n(C)c(=O)n3C)cc1Cl	-18%	-24%
8	CCOC(=O)c1cc(-c2ccc(OC)c(S(=O)(=O)NCc3ccccc3Cl)c2)on1	-16%	-6%
9	CCc1nc2cccnc2n1-c1ccc(CC(=O)Nc2c(C)cccc2C)cc1	13%	6%
10	Cc1c(Cl)cccc1N1CCn2c1nc1c2c(=O)n(CC(=O)O)c(=O)n1C	-6%	-6%
11	COc1cccc(CC(=O)Nc2c(C(=O)N3CCN(c4ccccc4F)CC3)oc3ccccc23)c1	36%	-10%
12	O=C(Cn1c(=O)nc(-c2ccccc2F)c2cc(Cl)ccc21)Nc1ccccc1C(F)(F)F	-3%	-7%
13	CCCC12CN3CC(CCC)(CN(C1)C3c1ccccc1)C2=O (stereo not drawn)	-21%	-9%
14	CCC1CN(C(=O)N2CCC(C(=O)NCCCc3ccccc3)CC2)c2cc(C)ccc2O1 (stereo not drawn)	?	?
15	COc1cc2c(-c3cccc(Cl)c3)nc3c(c(C)nn3-c3ccccc3)c2cc1OC	-8%	-9%
16	Cc1ccc(OCCCCn2nnc3sc4c(c3c2=O)CCCC4)cc1	-12%	-1%
17	CSc1cccc(NC(=O)Cn2nnc(C(=O)NCCc3ccccc3)c2N)c1	41%	6%
18	CCN(CC)S(=O)(=O)c1ccc(C(=O)NCCSc2c(-c3ccccc3)[nH]c3ccccc23)cc1	?	-4%
19	Cc1ccc(CCNC(=O)CCc2cn(Cc3ccccc3C)c3ccccc23)cc1	11%	-11%
20	Cc1c(C(=O)N2CCC(C)CC2)c(S(=O)(=O)N2CCN(c3ccc(Cl)cc3)CC2)c(C)n1C	?	9%

Next section:
No.	SMILES	FUS yeast rescue	Abeta rescue
21	CC(Oc1ccccc1F)C(=O)Nc1ccc(-c2nc3ccccc3s2)cc1 (stereo not drawn)	9%	-15%
22	Cc1cc(NC(=O)c2ccccc2Cl)ccc1NC(=O)c1ccccc1	14%	-1%
23	CCOC(=O)c1c(C)[nH]c(C)c1S(=O)(=O)N1CCC(C(=O)Nc2ccc(OC)c(OC)c2)CC1	1%	-2%
24	Cc1c(NC(=O)Nc2ccc(Cl)c(C(F)(F)F)c2)c(=O)n(-c2ccccc2)n1C	0%	-13%
25	COc1ccc(CNC(=O)CCc2c(C)nn(-c3ccc(N4CCCC4)nn3)c2C)c(OC)c1	20%	-9%
26	COc1ccc(CCN2C(=O)c3[nH]nc(-c4ccccc4O)c3C2c2ccc(OC)cc2)cc1 (stereo not drawn)	6%	-15%
27	CCCN1CCN(c2cc3c(cc2F)c(=O)c(S(=O)(=O)c2ccc(Cl)cc2)cn3C)CC1	-10%	-3%
28	CC(C)(C)NC(=O)c1ccc2nc(CCc3ccccc3)oc2c1	2%	-8%
29	CCOc1ccccc1NC(=O)C(NS(=O)(=O)c1cccc2nsnc12)c1ccccc1 (stereo not drawn)	23%	-12%
30	O=C(C1CCCN(S(=O)(=O)c2cccc3nonc23)C1)N1CCN(c2cccc(C(F)(F)F)c2)CC1 (stereo not drawn)	-10%	-8%
31	Cc1ccccc1Cn1c2ccccc2c2cnn(CC(=O)NC3CCCCCC3)c(=O)c21	-15%	-2%
32	COc1ccc(Cl)cc1NC(=O)CSc1nccn1Cc1ccco1	-3%	19%
33	COc1ccc(-c2nnc3c4ccccc4c(-c4ccccc4)nn23)cc1	-24%	-14%
34	CC(C)CCNC(=O)c1ccc(Cn2c(=O)c3cccn3c3cccnc32)cc1	-18%	-34%[inhibitor]
35	Cc1ccc(-n2ncc3c(N4CCN(Cc5ccccc5)CC4)ncnc32)cc1Cl	-10%	-8%
36	COc1ccccc1OCC(=O)NCC(c1ccc(Cl)cc1)N1CCCCC1 (stereo not drawn)	4%	6%
37	CN(C)c1ccc(C(CNS(=O)(=O)c2ccc(Br)cc2)N2CCOCC2)cc1 (stereo not drawn)	-8%	-13%
38	Cc1cccc(N2CCn3c2nc2c3c(=O)n(C/C=C/c3ccccc3)c(=O)n2C)c1	-22%	-5%
39	COc1ccc(C(=O)N(Cc2ccc(C(C)C)cc2)C2CCS(=O)(=O)C2)cc1 (stereo not drawn)	28%	2%
40	Cc1cc(=O)oc2cc(OCC(=O)Nc3c(C(C)C)cccc3C(C)C)ccc12	-2%	21%

Additional records.
No.	SMILES	FUS yeast rescue	Abeta rescue
41	COc1ccc(-c2noc(-c3ccc(N4CCN(C)CC4)c([N+](=O)[O-])c3)n2)cc1	10%	-26%
42	CC(C)(C)c1ccc(C(=O)Nc2ccccc2C(=O)OCc2cc(=O)n3ccsc3n2)cc1	-19%	-24%
43	Cc1ccc(OCCn2c(CNc3ccccc3C)nc3ccccc32)cc1	-14%	15%
44	CCC(Sc1nc2ccccc2c2nc(CCc3c(C)n[nH]c3C)nn12)C(=O)Nc1ccc(F)cc1 (stereo not drawn)	1%	-17%
45	COc1ccc(CCn2c(=O)c3cccnc3n(CC(=O)Nc3cccc(C)c3)c2=O)cc1OC	7%	-24%
46	CCCCN(C)CCNC(=O)c1cc(=O)[nH]c2ccc(S(=O)(=O)N3CCCCCC3)cc12	-22%	-12%
47	CCn1cc(C(=O)NCc2ccc(C)cc2)c(=O)c2cc(S(=O)(=O)N3CCc4ccccc4C3)ccc21	-22%	-6%
48	CC(C)CNC(=O)C(=O)Nc1c2c(nn1-c1ccc(Cl)cc1)CSC2	13%	1%
49	COc1cccc(NC(=O)C(=O)NCC(c2ccc3c(c2)OCO3)N2CCOCC2)c1 (stereo not drawn)	-6%	9%
50	CCOc1ccc(NCc2cccn2-c2nnc(N3CCC(C(=O)NCCc4ccc(OC)c(OC)c4)CC3)s2)cc1	25µM*	-2%
51	Cn1c(=O)c2c(nc(NCCc3ccccc3)n2Cc2ccc(Cl)c(Cl)c2)n(C)c1=O	-17%	6%
52	Cc1ccc(NC(=O)C(=O)NCC(c2ccc3c(c2)OCO3)N2CCN(c3ccccc3)CC2)cc1 (stereo not drawn)	-20%	0%
53	COc1ccc(NC(=O)c2ccc3c(SCC(=O)O)c4c(nc3c2)CCC4)c(OC)c1	10%	-4%
54	Cc1cccc(NC(=O)Cn2c(=O)n(CCCCCC(=O)NCc3ccc4c(c3)OCO4)c(=O)c3sccc32)c1	-10%	-17%
55	Cc1cccc(NC(=O)C2CCN(S(=O)(=O)c3cccc4nsnc34)CC2)c1C	2%	-16%
56	Cc1nn(C(C)C(=O)NCc2cccc(F)c2)c(=O)c2c1sc1ccccc12 (stereo not drawn)	-6%	3%
57	CCc1ccc(NC(=O)N(Cc2ccc(C)cc2)Cc2cccn2-c2nnc(N3CCCC3=O)s2)cc1	?	-26%
58	COc1ccc(Nc2ncc3c(n2)CCN(Cc2ccc(Br)s2)C3)c(OC)c1	-1%	12%
59	CCOc1ccc(CCNC(=O)CCc2cn(Cc3ccccc3F)c3ccccc23)cc1OCC	38%	2%
60	COc1ccc(NC(=O)c2nnn(Cc3nc(-c4cc(Br)ccc4OC)oc3C)c2C)cc1	-4%	-4%

Shown as labelled records: two of the compounds above.
56	Cc1nn(C(C)C(=O)NCc2cccc(F)c2)c(=O)c2c1sc1ccccc12 (stereo not drawn)
  FUS yeast rescue: -6%	Abeta rescue: 3%

57	CCc1ccc(NC(=O)N(Cc2ccc(C)cc2)Cc2cccn2-c2nnc(N3CCCC3=O)s2)cc1
  FUS yeast rescue: ?	Abeta rescue: -26%

Back to the main list; the seven compounds before the break are reprinted first.
No.	SMILES	FUS yeast rescue	Abeta rescue
54	Cc1cccc(NC(=O)Cn2c(=O)n(CCCCCC(=O)NCc3ccc4c(c3)OCO4)c(=O)c3sccc32)c1	-10%	-17%
55	Cc1cccc(NC(=O)C2CCN(S(=O)(=O)c3cccc4nsnc34)CC2)c1C	2%	-16%
56	Cc1nn(C(C)C(=O)NCc2cccc(F)c2)c(=O)c2c1sc1ccccc12 (stereo not drawn)	-6%	3%
57	CCc1ccc(NC(=O)N(Cc2ccc(C)cc2)Cc2cccn2-c2nnc(N3CCCC3=O)s2)cc1	?	-26%
58	COc1ccc(Nc2ncc3c(n2)CCN(Cc2ccc(Br)s2)C3)c(OC)c1	-1%	12%
59	CCOc1ccc(CCNC(=O)CCc2cn(Cc3ccccc3F)c3ccccc23)cc1OCC	38%	2%
60	COc1ccc(NC(=O)c2nnn(Cc3nc(-c4cc(Br)ccc4OC)oc3C)c2C)cc1	-4%	-4%
61	CCOc1ccc(-c2cccc(NS(=O)(=O)c3ccc(Cl)s3)c2)nn1	14%	9%
62	Cc1ccccc1Cn1c(CCCNC(=O)C2CCCCC2)nc2ccccc21	24%	-10%
63	Cc1ccccc1Nc1sc(C(=O)c2ccccc2)c(N)c1C(=O)NCc1ccc(Cl)cc1	41%	2%
64	Cc1ccc(Nc2nc3ccccc3c3nncn23)c(Cl)c1	-3%	-18%
65	CCOc1ccccc1NC(=O)C1CCCN(S(=O)(=O)c2cn(C)cn2)C1 (stereo not drawn)	5%	-3%
66	O=C(CC1C(=O)N(c2ccc(F)cc2)C(=O)N1Cc1ccc2c(c1)OCO2)Nc1ccc(F)cc1 (stereo not drawn)	20%	-6%
67	Cc1c(NC(=O)C(C)(C)Oc2ccc(Cl)cc2)cccc1-c1nc2ncccc2o1	?	-7%
68	Cc1ccccc1CNCCSc1nnnn1C	-18%	-8%
69	Cc1c2cnn(CC(=O)NCc3ccccc3)c(=O)c2c(C)n1Cc1cccc(Cl)c1	1%	-9%
70	COc1cccc(CNC(=O)C(CC(C)C)NS(=O)(=O)c2ccc3c(c2)oc(=O)n3C)c1 (stereo not drawn)	7%	-24%
71	COc1ccc2oc(-c3ccc(C)c(NC(=O)c4sc5ccccc5c4Cl)c3)nc2c1	-4%	-12%
72	Cc1c(CC(=O)N2CCCCC2)c(=O)oc2c(C)c3occ(C(C)(C)C)c3cc12	-24%	-12%
73	O=C(CCn1cnc2ccccc2c1=O)NCc1ccccc1Cl	5%	-16%
74	CC(C)(C)OC(=O)N1CCC(c2c(C(=O)N3CCN(c4ccccn4)CC3)cnn2-c2ccccc2Cl)CC1	19%	2%
75	Cc1cccc(CN2C(=O)c3ccccc3S(=O)(=O)c3ccc(C(=O)NCCC4=CCCCC4)cc32)c1	?	-2%
76	COc1ccc(Oc2nc3c(c(=O)n(Cc4ccc(Br)cc4)c(=O)n3C)n2C)cc1	7%	-5%
77	Cc1cc(=O)n(CC(=O)Nc2ccc([N+](=O)[O-])cc2)c(-n2nc(C)cc2C)n1	12%	?
78	CCc1nn(CC(=O)N2CCN(c3ccc(Cl)cc3)CC2)c(=O)c2cc3occc3n12	6%	-7%
79	Cc1cccc(C(=O)Nc2ccccc2C(=O)OCc2cc(=O)n3nc(C4CC4)sc3n2)c1	-12%	-18%
80	COc1cccc(/C=C/c2onc(C)c2S(=O)(=O)N2CCC(C(=O)N3CCC(C)CC3)CC2)c1	2%	-8%

(more compounds)
No.	SMILES	FUS yeast rescue	Abeta rescue
81	COc1ccc(/C=C/c2nc(C#N)c(NCc3ccc(C)cc3)o2)cc1OC	-1%	-9%
82	CCOC(=O)c1c(NC(=O)C(C)Sc2cn(CCNC(=O)c3ccc(OCC)cc3)c3ccccc23)sc2c1CCC2 (stereo not drawn)	5%	-3%
83	O=C(NCc1ccccc1)C(=O)NCC(c1ccc2c(c1)OCO2)N1CCOCC1 (stereo not drawn)	-4%	-9%
84	O=C(Cn1c(=O)n(Cc2ccco2)c(=O)c2oc3ccccc3c21)Nc1ccc(F)c(Cl)c1	-1%	-20%
85	CC1Cc2cc(S(=O)(=O)NCCc3ccc(Cl)cc3)ccc2N1C(=O)C1CCC1 (stereo not drawn)	3%	?
86	CN(Cc1ccccc1)C(=O)c1ccc(CSc2nc3cccnc3n2Cc2ccccc2F)cc1	23%	-27%
87	Cc1ccc(-n2ncc(C(=O)NCCN3CCc4ccccc4C3)c2C2CCN(C(=O)OC(C)(C)C)CC2)cc1C	?	2%
88	CCCCN(CC)C(=O)CSc1nc2ccccc2c(=O)n1Cc1ccco1	16%	-11%
89	Cc1ccc(N2CCN(c3nc4ccc(C)cc4n4nnnc34)CC2)c(C)c1	-7%	-5%
90	CCOc1ccccc1NC(=O)CSc1ncc(S(=O)(=O)c2ccc(C(C)(C)C)cc2)c(=O)[nH]1	24%	-6%
91	Cc1cccc(-c2nc(CN3CCCC(C(=O)N4CCN(c5cc(Cl)ccc5C)CC4)C3)c(C)o2)c1 (stereo not drawn)	?	-22%
92	CCOC(=O)c1cc(S(=O)(=O)N2CCN(c3ccccc3OC)CC2)[nH]n1	2%	-12%
93	CCOc1ccc(CNCc2c(C(=O)O)c(C)n(Cc3c(F)cccc3Cl)c2C)cc1OC	34%	23%
94	COc1ccc(C(=O)c2c(N)c(-c3nc(-c4ccc(OC)cc4)cs3)c3ccccn23)cc1	-20%	-5%
95	COc1ccc(-n2nc(C(=O)N3CCCCC3C)c3c4ccccc4n(C)c3c2=O)cc1Cl (stereo not drawn)	-16%	-23%
